# Compound activity: PubChem BioAssay, Broad Institute
# STK33 inh = STK33 kinase inhibitors, primary screen, biochemical, luminescence, ADP-Glo, MBP substrate. inhibition, % at 12.5 µM. 27,000 tested, 0.44% active; in the data active means inhibition above about 20%
# Target sequence (Q9BYT3 whole entry, looked up): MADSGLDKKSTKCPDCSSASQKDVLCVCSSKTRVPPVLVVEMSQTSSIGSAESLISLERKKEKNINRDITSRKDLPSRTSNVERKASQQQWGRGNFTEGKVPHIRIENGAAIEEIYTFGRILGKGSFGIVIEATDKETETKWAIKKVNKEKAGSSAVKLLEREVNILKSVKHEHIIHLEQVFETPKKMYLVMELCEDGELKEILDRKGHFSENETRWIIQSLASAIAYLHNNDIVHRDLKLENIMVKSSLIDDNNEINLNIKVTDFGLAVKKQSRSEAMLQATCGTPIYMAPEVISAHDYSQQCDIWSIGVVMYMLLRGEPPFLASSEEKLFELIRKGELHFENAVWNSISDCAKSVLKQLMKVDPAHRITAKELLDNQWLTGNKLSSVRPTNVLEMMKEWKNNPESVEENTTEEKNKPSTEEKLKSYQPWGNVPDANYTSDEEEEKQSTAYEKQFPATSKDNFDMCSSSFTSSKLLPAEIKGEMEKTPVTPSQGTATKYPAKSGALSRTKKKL
# mut p53 react = mutant p53 pathway re-activators, primary screen, cell-based, SW480, luciferase, single point, HTS; SW480 PUMA-promoter luciferase, p53 mutant reactivation; activation, % at 9.98 µM; 28,000 tested, 1.5% active; in the data active means activation above about 52%
# The depositor's hits bear a star; nt = no result given. Some of the compounds tested (hit frequency here may not be typical).
# The line under a structure holds: mut p53 react | STK33 inh
COc1cccc(-c2cc(C(F)(F)F)nc(-n3cccn3)n2)c1
→ 28 | nt
Cc1cc(=O)oc2cc(OC(C)C(=O)Nc3sc4c(c3C#N)CCCC4)ccc12 (configuration not stated)
→ 4 | -1
COc1cc(S(=O)(=O)NCc2ccccn2)ccc1Cl
→ -9 | 1
C[C@H]1CN([C@@H](C)CO)C(=O)c2cccc(NC(=O)Nc3ccc(C(F)(F)F)cc3)c2O[C@H]1CN(C)S(=O)(=O)c1cn(C)cn1
→ 19 | nt
CCN(Cc1ccncc1)C(=O)C(CO)c1ccccc1 (configuration not stated)
→ nt | -2
Cc1cc([N+](=O)[O-])nn1CC(=O)Nc1cccc(O)c1
→ 50 | 4
COc1ccc(CN(C)C[C@H]2Oc3c(NS(C)(=O)=O)cccc3C(=O)N([C@@H](C)CO)C[C@H]2C)cc1
→ 1 | nt
C[C@H](CO)N1C[C@H](C)[C@H](CN(C)C(=O)NC2CCCCC2)Oc2ccc(NC(=O)NC3CCCCC3)cc2C1=O
→ 6 | -6
Cc1ccc2nc(-c3cccnc3)cc(C(=O)Nc3ccc(S(=O)(=O)NC(C)(C)C)cc3)c2c1
→ -8 | 2
C[C@@H]1CN([C@H](C)CO)C(=O)Cc2cc(NC(=O)Nc3cccc4ccccc34)ccc2O[C@@H]1CN(C)S(=O)(=O)c1ccc(F)cc1
→ nt | 6
C[C@H]1CN([C@@H](C)CO)C(=O)c2cc(NC(=O)Nc3ccc4c(c3)OCO4)ccc2O[C@@H]1CN(C)Cc1ccc(C(F)(F)F)cc1
→ 0 | nt
Cc1noc(C)c1S(=O)(=O)N(C)C[C@H]1Oc2c(NC(=O)c3ccc(-c4nccs4)cc3)cccc2C(=O)N([C@@H](C)CO)C[C@H]1C
→ -19 | nt
CC(Oc1ccc(C(=O)Nc2ccc(Cl)cc2)cc1)C(=O)Nc1cc(Cl)ccc1Cl (configuration not stated)
→ -1 | -5
COc1cc2occc2c(O[C@@H]2O[C@H](CO)[C@@H](O)[C@H](O)[C@H]2O)c1CCC(=O)O
→ -1 | -5
C[C@H](CO)N1C[C@H](C)[C@H](CN(C)S(=O)(=O)c2ccccc2)Oc2ccc(NC(=O)NC3CCCCC3)cc2C1=O
→ -7 | nt
COCC#Cc1cnc2c(c1)C(=O)N([C@H](C)CO)C[C@H](C)[C@@H](CN(C)S(C)(=O)=O)O2
→ 1 | nt
CC(=O)c1ccccc1OCC(O)Cn1ccnc1 (configuration not stated)
→ -1 | -6
C/C(=C/C(=O)O)CCC1C(C)CCC2C(C)(C=O)C(O)CCC12C (configuration not stated)
→ -3 | -8
CCN(CC(=O)Nc1cccc(C(C)=O)c1)S(=O)(=O)c1ccc(F)cc1
→ -5 | 2
C[C@@H]1CN([C@H](C)CO)C(=O)c2cc(NS(=O)(=O)c3ccccc3)ccc2O[C@H]1CN(C)C(=O)Nc1ccc2c(c1)OCO2
→ 20 | -2
COC(=O)c1cc(C)sc1NC(=S)NCCn1cc(Cl)cn1
→ -10 | 0
Cc1noc(C)c1NC(=O)N(C)C[C@@H]1Oc2ccc(NC(=O)Nc3ccc(C(F)(F)F)cc3)cc2CC(=O)N([C@H](C)CO)C[C@H]1C
→ nt | -1
C[C@@H]1CN([C@H](C)CO)S(=O)(=O)c2ccc(/C=C/c3ccccc3)cc2O[C@@H]1CN(C)C(=O)Nc1cc(F)ccc1F
→ -30 | nt
COc1cc(/C=C/CO)cc(OC)c1OC/C=C(\C)CCC=C(C)C
→ 4 | -3
C[C@H](CO)N1C[C@H](C)[C@H](CN(C)CC2CC2)Oc2ccc(NC(=O)c3ccncc3)cc2CC1=O
→ 5 | -4
C[C@@H]1CCCCO[C@H](CN(C)Cc2ccc(C(=O)O)cc2)[C@@H](C)CN([C@H](C)CO)C(=O)c2cc(NC(=O)Nc3ccccc3)ccc2O1
→ nt | 1
COC(=O)c1cc(OC)c(OC)cc1NC(=O)CSc1nc(C)cc(C(F)(F)F)c1C#N
→ 10 | 2
CC(C)NC(=O)N(C)C[C@@H]1Oc2ccc(NC(=O)C3CCCCC3)cc2C(=O)N([C@@H](C)CO)C[C@H]1C
→ -1 | -2
COC(=O)c1cc(O)cc(OC)c1C(=O)c1c(O)cc(C)cc1OC
→ -9 | 2
C[C@H](CO)N1C[C@H](C)[C@@H](CN(C)S(=O)(=O)c2cccs2)Oc2ccc(NC(=O)NC3CCCCC3)cc2CC1=O
→ -5 | nt
O=C(O)C(Oc1ccc2c(-c3ccccc3)cc(=O)oc2c1)c1ccccc1 (configuration not stated)
→ 14 | 0
C[C@@H]1CCCCO[C@H](CN(C)C(=O)Nc2ccc(C(F)(F)F)cc2)[C@@H](C)CN([C@H](C)CO)C(=O)c2cc(NS(=O)(=O)c3cn(C)cn3)ccc2O1
→ nt | 3
C[C@@H]1CCCCO[C@H](CN(C)S(=O)(=O)c2ccccc2)[C@@H](C)CN([C@@H](C)CO)C(=O)c2cc(N(C)C)ccc2O1
→ 8 | nt
CCOc1ccc(-n2c(SCC(=O)Nc3ccc(Cl)cc3)nc3ccccc3c2=O)cc1
→ 4 | 9
O=C(CSc1nnc(-c2cccs2)n1-c1cccc(C(F)(F)F)c1)c1ccc(F)cc1
→ 12 | -4
C[C@H]1CN([C@@H](C)CO)C(=O)Cc2cc(NC(=O)C3CCCCC3)ccc2O[C@@H]1CN(C)S(=O)(=O)c1ccc(F)cc1
→ nt | 9
COc1ccc(NC(=O)CSC2CC(=O)N(c3ccc(F)cc3)C2=O)cc1 (configuration not stated)
→ -1 | -2
Cc1ccc(-c2nnc(SCC(=O)Nc3ccccc3N3CCOCC3)o2)cc1
→ 46 | -2
C[C@H]1CN([C@@H](C)CO)C(=O)CCCn2nncc2CO[C@@H]1CN(C)C(=O)C1CCCCC1
→ nt | -2
N#C/C(=C\c1ccc(O)c(O)c1)C(=O)NCCCc1ccccc1
→ 0 | 3
Cc1scc(C(=O)NCCc2ccc(S(N)(=O)=O)cc2)c1-c1ccccc1
→ -10 | -1
Cn1c(SCC(=O)Nc2ccccc2F)nnc1-c1cc2ccccc2o1
→ 22 | 6
COc1ccc(CN(C)C[C@@H]2Oc3ccc(NC(=O)NC(C)C)cc3CC(=O)N([C@H](C)CO)C[C@H]2C)cc1
→ nt | 1
COc1ccc(S(=O)(=O)N(C)C[C@H]2Oc3c(NC(=O)c4ccncc4)cccc3C(=O)N([C@@H](C)CO)C[C@@H]2C)cc1
→ 4 | nt
C[C@H](CO)N1C[C@H](C)[C@H](CN(C)S(=O)(=O)c2ccccc2)Oc2ccc(N(C)C)cc2CC1=O
→ -1 | 2
C[C@@H]1CN([C@@H](C)CO)C(=O)Cc2cc(NC(=O)C3CCCCC3)ccc2O[C@@H]1CN(C)S(=O)(=O)c1ccc(Cl)cc1
→ nt | -2
CC(C)Sc1nc(-c2cccs2)cc(C(F)(F)F)c1C#N
→ nt | 1
CCN(CC(=O)Nc1ccccc1SC)S(=O)(=O)c1ccc2ccccc2c1
→ -3 | 5
C[C@H]1CN([C@@H](C)CO)C(=O)c2cc(NC(=O)Nc3ccc(F)cc3)ccc2O[C@@H]1CN(C)Cc1ccc(-c2ccccc2)cc1
→ nt | 3
COc1cc([C@H]2OC[C@H]3[C@@H]2CO[C@@H]3c2cc(OC)c(O[C@@H]3O[C@H](CO)[C@@H](O)[C@H](O)[C@H]3O)c(OC)c2)cc(OC)c1O
→ nt | -2
COCC(=O)N(C)C[C@@H]1Oc2ncc(C3=CCCCC3)cc2C(=O)N([C@H](C)CO)C[C@@H]1C
→ 16 | nt
Cc1ccc(S(=O)(=O)Nc2ccc3c(c2)CC(=O)N([C@@H](C)CO)C[C@H](C)[C@H](CN(C)C(=O)Nc2c(C)noc2C)O3)cc1
→ 1 | nt
C[C@@H]1CN([C@@H](C)CO)C(=O)c2cc(NC(=O)Nc3ccc(C(F)(F)F)cc3)ccc2O[C@@H]1CN(C)Cc1ccc2c(c1)OCO2
→ nt | 2
COc1ccc(S(=O)(=O)Nc2ccc3c(c2)C(=O)N([C@H](C)CO)C[C@H](C)[C@H](CN(C)Cc2ccc4c(c2)OCO4)OCCCC[C@@H](C)O3)cc1
→ nt | 3
C[C@@H]1CN([C@H](C)CO)C(=O)Cc2cc(NC(=O)Nc3ccc(F)cc3)ccc2O[C@@H]1CN(C)CC1CC1
→ 2 | nt
C[C@@H]1CN([C@@H](C)CO)C(=O)Cc2cc(NS(=O)(=O)c3cccs3)ccc2O[C@@H]1CN(C)S(=O)(=O)c1ccccc1
→ -1 | -2
C[C@H](CO)N1C[C@H](C)[C@@H](CN(C)C(=O)Nc2cccc3ccccc23)Oc2ccc(NC(=O)Cn3cnnn3)cc2C1=O
→ 7 | nt
O=C1CCc2cc(C3=CSC4=NCCN34)ccc2N1
→ nt | 0
COc1ccc(OC)c(NC(=O)c2ccc(Cl)c(S(=O)(=O)Nc3ccc(C)cc3)c2)c1
→ -3 | -1
CC(C)NS(=O)(=O)c1ccc(OCC(N)=O)c(Cl)c1
→ -4 | 0

# Arranged by count of non-hydrogen atoms (falling): part of the list above.
# The line under a structure holds: mut p53 react | STK33 inh
C[C@@H]1CN([C@@H](C)CO)C(=O)c2cc(NC(=O)Nc3ccc(C(F)(F)F)cc3)ccc2O[C@@H]1CN(C)Cc1ccc2c(c1)OCO2
→ nt | 2
C[C@H](CO)N1C[C@H](C)[C@@H](CN(C)C(=O)Nc2cccc3ccccc23)Oc2ccc(NC(=O)Cn3cnnn3)cc2C1=O
→ 7 | nt
C[C@@H]1CN([C@H](C)CO)C(=O)Cc2cc(NC(=O)Nc3ccc(F)cc3)ccc2O[C@@H]1CN(C)CC1CC1
→ 2 | nt

# The results go on.
# The line under a structure holds: mut p53 react | STK33 inh
CS(=O)(=O)N(CC(=O)Nc1ccc(C(N)=O)cc1)c1cccc(C(F)(F)F)c1
→ -14 | -2
C[C@H]1CCCCO[C@H](CN(C)S(=O)(=O)c2ccccc2)[C@@H](C)CN([C@@H](C)CO)C(=O)c2cc(N(C)C)ccc2O1
→ -6 | nt
CN(C)C(=O)C[C@H]1C[C@@H]2c3cc(NS(=O)(=O)c4ccc(F)cc4)ccc3O[C@@H]2[C@@H](CO)O1
→ -1 | nt
Cc1noc(C)c1NC(=O)N(C)C[C@H]1Oc2ccc(NC(=O)c3ccncc3)cc2CC(=O)N([C@H](C)CO)C[C@@H]1C
→ 5 | nt
C[C@H]1CN([C@@H](C)CO)C(=O)Cc2cc(NC(=O)c3ccncc3)ccc2O[C@H]1CN(C)S(=O)(=O)c1ccc(Cl)cc1
→ nt | 2
COC(=O)c1ccccc1NC(=O)CSc1nc2cc(Cl)ccc2s1
→ -7 | -5
C[C@@H]1CN([C@H](C)CO)C(=O)Cc2cc(NS(=O)(=O)c3ccc(Cl)cc3)ccc2O[C@H]1CN(C)C(=O)Nc1ccc2c(c1)OCO2
→ nt | 1
C/C1=C/[C@H]2OC(=O)[C@@H](C)[C@@H]2[C@H](O)C/C(CO)=C\CC1
→ nt | -7
Cc1ccc(S(=O)(=O)Nc2ccc3c(c2)C(=O)N([C@@H](C)CO)C[C@@H](C)[C@@H](CN(C)C(=O)C2CCCCC2)OCCCC[C@@H](C)O3)cc1
→ -20 | nt
Cc1c(Br)c([N+](=O)[O-])nn1C(C)C(=O)N1CCCc2ccccc21 (configuration not stated)
→ 12 | 0
O=C(C[C@@H]1C[C@H]2c3cc(NC(=O)C4CCC4)ccc3O[C@H]2[C@H](CO)O1)NCc1cccnc1
→ 5 | nt
CNC[C@@H]1OCCCC[C@H](C)Oc2ccc(NS(=O)(=O)c3c(C)noc3C)cc2C(=O)N([C@H](C)CO)C[C@@H]1C
→ -2 | nt
O=C(N/N=C/c1ccc([N+](=O)[O-])o1)c1ccc(O)cc1
→ nt | 7
C[C@@H]1CN([C@H](C)CO)C(=O)c2cc(C3=CCCCC3)cnc2O[C@H]1CN(C)Cc1ccc(C(=O)O)cc1
→ 4 | nt
C[C@@H]1CN([C@H](C)CO)S(=O)(=O)c2ccc(-c3ccncc3)cc2O[C@@H]1CN(C)C(=O)c1cccc(F)c1
→ -18 | nt
CNC[C@H]1Oc2ncc(C#CC3(O)CCCC3)cc2C(=O)N([C@H](C)CO)C[C@@H]1C
→ 9 | nt
C[C@H](CO)N1C[C@H](C)[C@H](CN(C)S(C)(=O)=O)OCCCC[C@H](C)Oc2ccc(N(C)C)cc2C1=O
→ 7 | nt
C[C@@H]1CN([C@@H](C)CO)C(=O)CCCn2nncc2CO[C@@H]1CN(C)C(=O)Nc1ccc(N2CCN(C)CC2)cc1
→ 2 | -3
O=C(Nc1ccccc1C(=O)OCc1cccc([N+](=O)[O-])c1)c1ccccc1
→ 9 | -2
C[C@H]1CN([C@@H](C)CO)S(=O)(=O)c2ccc(-c3cccc(C#N)c3)cc2O[C@H]1CN(C)C(=O)c1ccncc1
→ -1 | nt
C[C@H](CO)N1C[C@H](C)[C@@H](CN(C)CC2CCOCC2)Oc2cc(C#C[C@@H](C)O)ccc2S1(=O)=O
→ 3 | nt
C[C@@H]1CN([C@@H](C)CO)C(=O)c2cc(NC(=O)Nc3ccc4c(c3)OCO4)ccc2O[C@@H]1CN(C)CC1CCCCC1
→ -4 | 5
CC(C)N(Cc1nc(-c2ccccc2)no1)C(=O)c1ccc([N+](=O)[O-])cc1
→ 7 | -12
Cc1nc(-c2ccccc2)c(-c2ccncc2)o1
→ -4 | 2

# Six of the compounds above, as comma-separated lines.
Molecule,mut p53 react,STK33 inh
O=C(Nc1ccccc1C(=O)OCc1cccc([N+](=O)[O-])c1)c1ccccc1,9,-2
C[C@H]1CN([C@@H](C)CO)S(=O)(=O)c2ccc(-c3cccc(C#N)c3)cc2O[C@H]1CN(C)C(=O)c1ccncc1,-1,nt
C[C@H](CO)N1C[C@H](C)[C@@H](CN(C)CC2CCOCC2)Oc2cc(C#C[C@@H](C)O)ccc2S1(=O)=O,3,nt
C[C@@H]1CN([C@@H](C)CO)C(=O)c2cc(NC(=O)Nc3ccc4c(c3)OCO4)ccc2O[C@@H]1CN(C)CC1CCCCC1,-4,5
CC(C)N(Cc1nc(-c2ccccc2)no1)C(=O)c1ccc([N+](=O)[O-])cc1,7,-12
Cc1nc(-c2ccccc2)c(-c2ccncc2)o1,-4,2
